Bioassay records from PubChem BioAssay.
ST2 inh – inhibitors of human ST2 (IL1RL1) binding to IL-33; inhibition, % for hits at 17 µM; Q01638; AlphaLISA ST2-Fc/biotin-IL-33 interaction, 1 h; 2.3% of 78,000 active; in the data active means inhibition above about 30%; inconclusive means mostly about 10% to 28%
Target sequence (Q01638 whole entry, looked up): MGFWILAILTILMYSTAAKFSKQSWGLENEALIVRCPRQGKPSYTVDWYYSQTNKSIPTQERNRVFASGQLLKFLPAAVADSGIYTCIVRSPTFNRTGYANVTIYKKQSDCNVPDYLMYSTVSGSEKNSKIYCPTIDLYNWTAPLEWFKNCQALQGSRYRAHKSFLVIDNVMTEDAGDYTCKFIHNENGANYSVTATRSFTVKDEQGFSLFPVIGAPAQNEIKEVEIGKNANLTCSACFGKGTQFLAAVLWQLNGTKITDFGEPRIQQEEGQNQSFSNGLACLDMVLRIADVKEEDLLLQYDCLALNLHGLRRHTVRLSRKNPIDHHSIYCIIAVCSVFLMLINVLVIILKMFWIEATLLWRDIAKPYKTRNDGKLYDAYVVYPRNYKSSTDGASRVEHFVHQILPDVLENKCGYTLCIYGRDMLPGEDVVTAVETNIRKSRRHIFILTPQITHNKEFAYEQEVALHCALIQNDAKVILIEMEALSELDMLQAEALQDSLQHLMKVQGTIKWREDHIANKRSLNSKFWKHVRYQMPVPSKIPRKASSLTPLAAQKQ
Starred values were filed as active, the others as inactive; i = inactive; ? = inconclusive. Not all compounds are listed; the hit share may differ from the screen's.

Sample of the layout:
structure,ST2 inh
COCc1cc(CC2(NCC(C)(C)C)COC2)no1,?
COc1ccccc1C1CN(Cc2cccc(O)c2)Cc2ccccc2O1 (stereo unspecified),i

The whole of this part, from the first entry:
structure,ST2 inh
COCc1cc(CC2(NCC(C)(C)C)COC2)no1,?
COc1ccccc1C1CN(Cc2cccc(O)c2)Cc2ccccc2O1 (stereo unspecified),i
CC(=O)Nc1ccc(C2=CSC3=NCCN23)cc1,i
CCCn1c(NCc2cc(Br)ccc2O)nc2ccccc21,i
O=C(NC1CCCN(c2ncccn2)C1)c1csc(Cc2ccccc2)n1 (stereo unspecified),i
CC(C)c1[nH]nc2c1C(c1ccc(OC(=O)c3ccco3)cc1)C(C#N)=C(N)O2 (stereo unspecified),i
CCc1cc(CNC(=O)c2ccc(OC3CCN(C(C)=O)CC3)c(OC)c2)on1,?
Cc1cc(C)n(CCCC(=O)N2CCCC3(CC2)CN(C)C(=O)O3)n1 (stereo unspecified),i

Next part
structure,ST2 inh
CC1=C(C(N)=O)C(c2ccc(C)cc2)n2nc(SCc3ccccc3)nc2N1 (stereo unspecified),?
NC(=O)CSc1nnc(Nc2ccccc2)s1,i
Cc1ccn2cc(C(=O)N(C)CC3CCN(CCc4ccc(Cl)cc4)CC3)nc2c1,i
O=C1C[C@@H]2CCN(Cc3ccccc3)C[C@@H]2CCN1C1CCCCC1,76%*
COc1ccc(S(=O)(=O)Nc2ccccc2)cc1OC,i
O=C(c1cc(-c2cccnc2)nc2ccccc12)N1CC[C@H]2CC[C@@H](C1)N2,i
Cc1ccc2cc(CN(C)Cc3nc(C)no3)c(N3CCOCC3)nc2c1,i
c1ccc(-n2nnnc2SCc2cn3cccnc3n2)cc1,?

Next section
structure,ST2 inh
O=C(NCc1cccs1)c1noc2c1CCCCC2,i
CC(Oc1ccccc1)C(=O)Nc1ccccc1I (stereo unspecified),i
COc1ccc(Nc2c(-c3ccc(OC)cc3)nc3cnccn23)cc1,?
Fc1cccc2sc(N3CCCC3)nc12,i
Cc1cccc(NC(c2cccc(Cl)c2)c2ccc3cccnc3c2O)n1 (stereo unspecified),34%*
O=C1CSc2ccc(C(=O)NCCCN3CCN(Cc4ccccc4)CC3)cc2N1,i
COc1cccc2c1[C@@H]1CN(CCCCn3c(=O)[nH]c4c(sc5ncc(-c6ccccc6)nc54)c3=O)C[C@@H]1CO2,i
COc1ccccc1N1C(=O)C2C3C=CC(C)(O3)C2C1=O (stereo unspecified),i

The listing continues:
structure,ST2 inh
CCC(=O)N1N=C(C)CC1(O)c1cccnc1 (stereo unspecified),i
COc1ccc(C2CC(=O)NC(SC)=C2C#N)cc1OCc1ccccc1 (stereo unspecified),i
Cc1cc(Cl)ccc1OCC(=O)Nc1ncnc2sc3c(c12)CCCC3,i
O=C(c1ccco1)n1nnc2ccccc21,i
CC(O)=Cc1nc2ccccc2nc1C=C(C)O,38%*
CCCCOc1cccc(N=Cc2c(C)[nH]n(-c3ccccc3)c2=O)c1,36%*
Cc1cccc(C)c1NC(=O)CSCc1ccc2c(c1)OCO2,i
CCc1cc2c(=O)c(-c3ccc4c(c3)OCO4)c(C)oc2cc1OC,i

Quoted at random: three records from the list, in no set order.
structure,ST2 inh
CC(O)=Cc1nc2ccccc2nc1C=C(C)O,38%*
CCCCOc1cccc(N=Cc2c(C)[nH]n(-c3ccccc3)c2=O)c1,36%*
Cc1cccc(C)c1NC(=O)CSCc1ccc2c(c1)OCO2,i

Other structures follow.
structure,ST2 inh
CC(CCc1ccco1)Nc1nc(C2CCCC2)nc2c1CNC2 (stereo unspecified),i
CC1(C)CC(=O)C2=C(C1)Oc1ccccc1C2CC(=O)c1ccc(O)cc1 (stereo unspecified),i
COc1cc(NS(=O)(=O)c2ccc(NC(=O)c3ccccc3C)cc2)nc(OC)n1,i
Cc1nc(CNC(=O)CCc2ccccc2O)cs1,i
CCN(CCCNC(=O)Cc1cn(C)c2ccccc12)c1ccccc1,i
CCn1ccnc1CC1COc2ccccc2O1 (stereo unspecified),i
CC(NC(=O)CCN1CCCCCCC1)c1nc(-c2ccccn2)no1 (stereo unspecified),?
CCOc1ccc([N+](=O)[O-])cc1C1Nc2ccccc2-c2nnc(SC)nc2O1 (stereo unspecified),i

Next entries
structure,ST2 inh
COC1CC(O[C@H]2CC[C@@]3(C)C(=CCC4C3[C@H](O)[C@@H](O)[C@]3(C)[C@@H]([C@H](C)O)CC[C@]43O)C2)OC(C)C1OC1CC(OC)C(OC2CC(OC)C(OC3OC(C)C(OC4OC(CO)C(O)C(O)C4O)C(OC)C3O)C(C)O2)C(C)O1 (stereo partly specified),i
Cc1nnsc1C(=O)NCc1cnn2ccccc12,i
O=C(NCc1ccccc1)N[C@H]1CO[C@H]2[C@@H]1OC[C@@H]2n1nnnc1Oc1ccc2c(c1)OCO2,i
CC(C)C(=O)Nc1cccc(OCc2cc(=O)n3cc(Cl)ccc3n2)c1,i
O=C1CCCC2=C1C(c1ccc(Br)cc1)Nc1ccc(C(=O)c3ccccc3)cc1N2 (stereo unspecified),?
Cn1nc(C(C)(C)C)c2c1NC(=O)CC2c1ccnn1-c1ccccc1 (stereo unspecified),?
COc1ccc(N=Cc2ccc(Br)c([N+](=O)[O-])c2)cc1,38%*
O=C(Nc1cc2c(ccc3ccccc32)oc1=O)c1ccc(F)cc1,i

Next section:
structure,ST2 inh
Cc1ccc2[nH]c(CCC(=O)N3CCC4(CCCO4)CC3)nc2c1C,i
Cc1ccc(OCC(=O)Nc2ccc(C(C)C)cc2)cc1,i
O=C(NC[C@H]1O[C@@H](CO)[C@@H](O)[C@H]1N1CCN(c2ncccn2)CC1)Nc1cccc(Cl)c1,i
CCC(=O)c1ccccc1NC(=O)c1ccccc1,i
CC(=O)[C@]1(O)Cc2c(O)c3c(c(O)c2[C@@H](O[C@H]2C[C@H](N)[C@H](O)[C@H](C)O2)C1)C(=O)c1ccccc1C3=O,34%*
Cn1nc(-c2ccc(Cl)cc2)c2cc(C(=O)N3CCN(C(=O)c4ccco4)CC3)sc21,?
NS(=O)(=O)c1ccc(CCNC(=O)c2ccc(N3CCCS3(=O)=O)cc2)cc1,i
CCOc1ccc(S(=O)(=O)N2CCN(c3nc(C)cc(Nc4ccc(C)cc4)n3)CC2)cc1,?

Additional records.
structure,ST2 inh
Cn1ccnc1CN(Cc1cc(F)c(F)c(F)c1)C1CC1,i
CCOc1ccc(C(O)=C2C(=O)C(=O)N(c3nnc(C)s3)C2c2cccc([N+](=O)[O-])c2)cc1 (stereo unspecified),?
CCOC(=O)CN(C)C(=O)CC(c1ccccc1)c1ccccc1C (stereo unspecified),i
O=C(c1nsnc1-c1ccccc1O)N1CCOCC1,i
c1ccc(CO[C@@H]2[C@@H](OCc3ccccc3)[C@@H]3OC[C@@H](O3)[C@H]2OCc2ccccc2)cc1,i
CCc1ccc(NC(=O)C(=O)NCc2ccccc2C)cc1,i
c1ccc(CNc2nc(-c3cccnc3)cs2)cc1,i
CS(=O)(=O)NC1CCN(Cc2cccn2-c2ccc(Cl)cn2)CC1,i

Later entries:
structure,ST2 inh
CCn1nc(C(C)C)cc1C(=O)NCC1CCCN(S(C)(=O)=O)C1 (stereo unspecified),?
Cc1cccc(CSc2nc3c(c(=O)n2-c2ccc(F)cc2)SCC3)c1,?
O=C(NCCOC12CC3CC(CC(C3)C1)C2)c1cc2ccccc2oc1=O,i
O=C(NCc1ccc2c(c1)OCO2)c1ccc(F)cc1,i
O=C(Nc1ccccc1NC(=O)c1cccs1)c1cccs1,?
NS(=O)(=O)c1ccc(NC(=O)c2ccco2)cc1,i
CCN(CC)CCCNC(=O)CN1C(=O)/C(=C\c2ccc(Cl)cc2)Sc2ccccc21,i
COc1nc(OC)c(F)c(Oc2ccc(C(C)=O)cc2)c1F,i

(next part)
structure,ST2 inh
CC(C)Cc1cc(C(=O)NC(Cn2ccnc2)c2ccccc2)n(C)n1 (stereo unspecified),i
COc1ccc(-c2c3c(=O)n(C)c(=O)n(C)c3c3nnc4ccccc4n23)cc1,i
Cn1c(C2C3=C(CCCC3=O)Nc3nc(Cc4ccccc4)nn32)nc2cc([N+](=O)[O-])ccc21 (stereo unspecified),i
Cc1ccc(-n2cc(-c3ccc(Cl)cc3)[nH]c2=O)cc1Cl,?
O=C(N1CCN(c2nc(-c3ccccc3)c3ccccc3n2)CC1)C(F)(F)F,i
Cc1ccccc1CNS(=O)(=O)c1ccccc1[N+](=O)[O-],i
COc1ccc(C(=O)Nc2ccc(Nc3nc(C)cc(N(C)C)n3)cc2)c(OC)c1,i
COc1cc(C=O)ccc1OCCCOc1cc(C)ccc1Cl,i

Next results follow.
structure,ST2 inh
O=C(Nc1ccccn1)c1cc(S(=O)(=O)N2CCOCC2)ccc1Cl,i
c1ccc(-c2cc3c(ccc4nonc43)nn2)cc1,?
COCC1CCN(C(=O)c2ccc(OC3CCN(C4CCCC4)CC3)c(OC)c2)C1 (stereo unspecified),i
CCOc1ccccc1CN1CCCC(CCC(=O)Nc2cc(Cl)ccc2OC)C1 (stereo unspecified),?
CCOC(=O)C1C(=O)C=C(c2ccc(OC)c(OC)c2)CC1c1ccccc1OC (stereo unspecified),i
Cc1cccc(CN2CCSCC2)c1,?
COc1ccc(N(CC(N)=O)S(C)(=O)=O)cc1Cl,i
COCC(NC1CCC2(CCNCC2)CC1)c1ccnn1C (stereo unspecified),i

(next part)
structure,ST2 inh
O=C(Nc1ccccc1[N+](=O)[O-])C1C2CCCCC21 (stereo unspecified),39%*
c1ccc2c(c1)CCCC2NCc1cn[nH]c1-c1cc2ccccc2o1 (stereo unspecified),i
COC(=O)Cn1c(CN2CCOCC2)nc2c1c(=O)[nH]c(=O)n2C,i
Nc1ccc2oc(-c3ccc(I)cc3)nc2c1,?
CC(=O)N1N=C(c2c(-c3ccccc3)c3cc(Br)ccc3[nH]c2=O)CC1c1ccco1 (stereo unspecified),?
Cc1c(CNC(=O)c2c([N+](=O)[O-])cnn2C)cnn1C,i
COc1ccccc1-c1coc2cc(O)ccc2c1=O,i
CC(=O)N1CCCC1c1ccc(C(=O)NCCC2=CCCCC2)s1 (stereo unspecified),i

Later entries:
structure,ST2 inh
O=C(CS(=O)(=O)c1cn(Cc2ccccc2Cl)c2ccccc12)N1CCCC1,i
COc1ccccc1NC(c1cccnc1)c1ccc2cccnc2c1O (stereo unspecified),?
CCCCOc1ccc(C2=N/C(=C\c3ccc([N+](=O)[O-])cc3)C(=O)O2)cc1,i
COC(=O)Cn1c(CCS(=O)(=O)c2ccc(C)c(C)c2)nc2ccccc21,i
COC(=O)c1c(C)oc2ccc(OC(=O)c3ccc(OC)cc3)cc12,?
C=CCc1cccc2cc(C(=O)NCCC3=CCCCC3)c(=O)oc12,i
CCc1cc(N(C)CC2COCCO2)nc(N2CCOCC2)n1 (stereo unspecified),?
Cc1ccc(CNc2ncnc3c2cnn3-c2cccc(C)c2)cc1,?

Three compounds out of the list, arranged by formula weight, rising:
structure,ST2 inh
C=CCc1cccc2cc(C(=O)NCCC3=CCCCC3)c(=O)oc12,i
COC(=O)c1c(C)oc2ccc(OC(=O)c3ccc(OC)cc3)cc12,?
COc1ccccc1NC(c1cccnc1)c1ccc2cccnc2c1O (stereo unspecified),?

Taken from the entries so far (three entries):
structure,ST2 inh
O=C(CS(=O)(=O)c1cn(Cc2ccccc2Cl)c2ccccc12)N1CCCC1,i
COc1ccccc1NC(c1cccnc1)c1ccc2cccnc2c1O (stereo unspecified),?
CCCCOc1ccc(C2=N/C(=C\c3ccc([N+](=O)[O-])cc3)C(=O)O2)cc1,i

Later entries.
structure,ST2 inh
CCCCOC(=O)CSC1=C(C#N)C(c2ccc(Cl)cc2Cl)CC(=O)N1 (stereo unspecified),i
CC1(C)Cc2c(sc3ncn4nc(COc5ccccc5)nc4c23)C(C)(C)N1,?
CC1CCCCN1C1CN(Cc2ccc(S(C)(=O)=O)cc2)C1 (stereo unspecified),?
COc1cccc(-n2cc(CN(C)Cc3nc(Cc4ccccc4)no3)cn2)c1,i
COc1ccc(C2NC(=O)c3c(sc(C)c3C)N2)cc1 (stereo unspecified),?
Cc1cccc2c(CN3CCc4[nH]cnc4C3c3ccsc3)c[nH]c12 (stereo unspecified),?
Fc1c(CN2CCCC2)cccc1Oc1nccc2ccccc12,i
C=CCOc1ccc(C(=O)O)cc1,i

Next section:
structure,ST2 inh
COc1ccc(-c2noc([C@@H]3C[C@H](NC(=O)Nc4cccc(C#N)c4)CN3C)n2)cc1,?
CCN(CCCNC(=O)c1c(C)cc(=O)oc1C)c1ccccc1,i
CS(=O)(=O)c1ccc2nc(NC(=O)CCOc3ccccc3)sc2c1,i
Cc1nc(C(C)C)ncc1C(=O)N1C[C@@H]2[C@@H]3CC[C@@H](C3)[C@@H]2C1,i
Nc1cccc(C(=O)N(Cc2ccccc2)CC2CC2)c1,i
CCc1ccc2oc(=O)cc(CN3CCC(C(O)c4nccn4C)CC3)c2c1 (stereo unspecified),?
CO[C@@]1(NC(=O)CSCC#N)C(=O)N2C(C(=O)O)=C(CSc3nnnn3C)CS[C@@H]21,?
Oc1c(C=NCc2ccccc2Cl)[nH]c2ccc(Br)c(Cl)c12,?

Next part:
structure,ST2 inh
CCOCCCNS(=O)(=O)c1cc(Br)cc2c1N(C(=O)C1CC1)CC2,?
Cc1ccc(C)c(S(=O)(=O)N2CCN(c3nc(C)cc(N4CCOCC4)n3)CC2)c1,i
CC(=O)Nc1ccc(CN2CCCCCC2)cc1,?
CC(=O)N1CCC[C@H]1C(=O)N1CCC(n2nccc2NC(=O)Nc2ccccc2C)CC1,i
O=C(c1cnccn1)N1CCc2[nH]nc(C(c3ccccc3)c3ccccc3)c2C1,i
COc1ccc(OC(C)C(=O)Nc2ccc(C)cc2C)cc1 (stereo unspecified),i
Cc1cc(-c2nc(-c3ccccn3)no2)ccc1[N+](=O)[O-],?
Cc1ccc(-c2nn3nnnc3c3ccccc23)cc1,i
CCCNC(=O)C1(O)c2cc(Br)ccc2NC(=O)N1c1ccc(Cl)cc1 (stereo unspecified),?
